From PubChem BioAssay
KB-3-1 cytotox = KB-3-1 parental cell cytotoxicity | KB-3-1 viability, CellTiter-Glo ATP luminescence, 72 h | Potency, µM (top dose mostly 46.1 µM), inactives show at the highest dose activity change, negative = cytotoxic, most hits filed as cytotoxic | 400,000 tested, 1.4% active; further: on the % scale 0 is the no-effect control and ±100 the full control effect; nearly all actives have a fitted effect of over 60% in size
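Cytotoxicity in the drug-sensitive parental line KB-3-1 was scored as loss of CellTiter-Glo luminescence following 72 h incubation with compound. Values come from curve fitting of normalized concentration-response data.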
GLP1R ag = GLP-1 receptor (human) agonism | HEK293 GLP-1R CRE-luciferase, luminescence, 4-6 h; cells express a hypersensitive GLP-1R form | Potency, µM (highest dose often 45.6 µM), without a hit: at the highest dose activation, hits mostly activators | 380,000 tested, 0.007% active | AID 624172; further: % of control where 0% means no effect
Target sequence (P43220 whole entry, looked up): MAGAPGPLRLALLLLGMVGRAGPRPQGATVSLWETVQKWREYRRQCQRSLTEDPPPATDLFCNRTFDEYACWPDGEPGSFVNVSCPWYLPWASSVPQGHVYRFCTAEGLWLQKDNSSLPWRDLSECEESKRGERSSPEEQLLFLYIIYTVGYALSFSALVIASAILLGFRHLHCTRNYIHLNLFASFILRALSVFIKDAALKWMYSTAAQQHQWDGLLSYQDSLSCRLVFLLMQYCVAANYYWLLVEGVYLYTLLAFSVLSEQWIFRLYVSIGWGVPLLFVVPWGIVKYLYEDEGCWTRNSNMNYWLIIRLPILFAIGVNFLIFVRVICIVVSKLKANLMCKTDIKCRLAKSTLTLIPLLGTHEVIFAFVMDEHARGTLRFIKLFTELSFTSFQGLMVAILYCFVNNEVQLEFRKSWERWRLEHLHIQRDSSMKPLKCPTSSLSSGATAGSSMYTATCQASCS
HT1080 IDH1KD tx = kills HT-1080 cells with IDH1 knockdown | HT-1080 IDH1 knockdown viability, ATP luminescence, 48 h | Potency, µM (doses to about 46.1 µM), without a hit: at the top dose activity, negative = toxicity, hits mostly cytotoxic | 360,000 tested, 2% active;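 further: 0% = DMSO wells and -100% = cell-free medium wells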
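After a 2 h attachment period, IDH1KD HT-1080 cells took pin-transferred compound for 48 h at 37 °C; ATP-based luminescence after 10 min room-temperature reagent incubation reported viability.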
SW480 rerep = induces DNA re-replication in SW480 colon adenocarcinoma cells; SW480 DNA re-replication, Hoechst DNA content imaging, 48 h; AID 624297; 340,000 tested, 1.8% active; Potency, µM (series often up to 46.1 µM), for the others: at the highest dose re-replication activation, most hits filed as activators; further: % of control where 0% means no effect; nearly all actives have a fitted effect of over 55% in size
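Hoechst fluorescence of nuclei (405 nm excitation, 500-530 nm emission) measured by plate-scanning imager after 48 hr compound exposure at 37 C; re-replication scored as increased number of nuclei with elevated intensity.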
GLP1R inv ag = acts as inverse agonist at human GLP-1 receptor | P43220 | HEK293 GLP-1R CRE-luciferase, luminescence, 24 h; GLP-1R form is constitutively active | Potency, µM (titrated, usually from 38.3 µM), for the others: at the top dose activity change, negative = inhibition, actives largely listed as inhibitors | 410,000 tested, 1.6% active; further: on the % scale 0 is the no-effect control and ±100 the full control effect; nearly all actives have a fitted effect of over 55% in size
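Using stably transfected HEK293 (constitutively active GLP-1R, cAMP-luciferase reporter), compounds were incubated 24 hr and luciferase measured by luminescence.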
HT1080NT lethal = kills 2HG-producing HT-1080-NT fibrosarcoma cells. HT-1080-NT fibrosarcoma viability, CellTiter-Glo ATP luminescence, 48 h. Potency, µM (highest dose often 46.1 µM), for inactives: at the highest dose activity, negative = less viability, usual class: cytotoxic. 360,000 tested, 1.6% active. AID 686970;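 further: NT is the 2HG producing partner of a matched IDH1 knockdown line; 0% = DMSO-treated cells and -100% = media-only wells without cells; nearly all actives have a fitted effect of over 55% in size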
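Compounds were tested in concentration-response format on HT-1080-NT cells for 48 hours at 37 degrees C. Cell viability came from CellTiter-Glo luminescence; curves were classified by r2, response magnitude and activity.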
GLP1R cytotox = cytotoxicity in counter-screen for GLP-1R inverse agonists | HEK293 cAMP-luciferase reporter cells, luminescence, 24 h | AID 624418 | Potency, µM (highest dose often 38.3 µM), without a hit: top-dose activity change, negative = inhibition, actives largely listed as inhibitors | 410,000 tested, 0.13% active;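 further: loss of luciferase light is scored as toxicity; on the % scale 0 is the no-effect control and ±100 the full control effect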
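Cells in DMEM/10% Nu serum/1% pen-strep, 1536-well format. Pre-incubated 12 h, dosed with 23 nL compound, incubated a further 24 h. Luciferase detection, 12 min at room temp, luminescence.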
KB-V1 MDR tox = KB-V1 MDR subline cytotoxicity | 400,000 tested, 3.4% active | AID 1347076 | Potency, µM (series often up to 46.1 µM), without a hit: top-dose activity change, negative = cytotoxicity, hits mostly cytotoxic | KB-V1 MDR cells viability, CellTiter-Glo, 72 h; further: on the % scale 0 is the no-effect control and ±100 the full control effect; nearly all actives have a fitted effect of over 60% in size
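Potencies derive from concentration-effect curves fitted to normalized luminescence (CellTiter-Glo) of KB-V1 cells treated for 72 h at 37 degrees C in phenol-red-free DMEM containing 10% FBS.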
TDP-43 yeast inh = TDP-43 toxicity inhibition in yeast. TDP-43 expressing yeast growth rescue, BacTiter-Glo, 24 h. Potency, µM (series often up to 46.1 µM), for inactives: top-dose growth rescue (activation), usual class: activators. 410,000 tested, 1.8% active. AID 652104; further: % of control where 0% means no effect; nearly all actives have a fitted effect of over 50% in size
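Luminescence from BacTiter-Glo reports growth of TDP-43-expressing yeast after 24 hr at 30 deg C with compound. Cells were raffinose-pregrown to mid-log, then seeded in galactose medium at OD600=0.02.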
Active calls of the source: *; ? = inconclusive; . = no result given; & = joins results of further samples; [ ] = dose if it differs, or a comment. The call rests on the fitted dose curve; in most records, active means well fitted curve in the direction sought with a large enough effect; inconclusive means small, poorly fitted or top-dose-only effect, or another doubt; inactive means no such curve, though single readings can be large; an effect the other way counts as inactive or inconclusive. Potency means the concentration at half of the fitted maximal effect. Random draw from the library (roughly 9.4% active in at least one column).

SMILES	KB-3-1 cytotox	GLP1R ag	HT1080 IDH1KD tx	SW480 rerep	GLP1R inv ag	HT1080NT lethal	GLP1R cytotox	KB-V1 MDR tox	TDP-43 yeast inh
COc1cc(NS(=O)(=O)c2ccc(OC)c(OC)c2)cc(OC)c1	15%	20%	-2%	-1%	-9%	0%	1%	-20%	-6%
COc1ccc(OC)c(NC(=O)CSC2=Nc3ccccc3C3=NC(CC(=O)NCCc4ccccc4)C(=O)N23)c1 (configuration not stated)	-1%	.	.	.	25%	.	-11%	11%	0%
Cc1cc(C(=O)CSc2nnc3ccccn23)c(C)n1-c1ccccc1	-11%	-41%[inhibitor]	-3%	-8%	?	-2%	-4%	?	-5%
COc1ccc(Cl)cc1NC(=O)c1ccc2c(SCC(=O)O)c3c(nc2c1)CCCC3	-1%	-5%	15%	-6%	45%[activator]	25%	-23%	27%	-11%
Cc1ccccc1CSc1ccc(-c2cccs2)nn1	-13%	.	.	.	?	.	10%	-6%	-10%
CC(=O)Nc1ccc(Nc2nc(C)c([N+](=O)[O-])c(Nc3ccccc3)n2)cc1	-29%	-14%	?	-7%	19%	-25%	?	?	2%
O=c1cc(O)c2sc3nc4c(c(C(F)(F)F)c3c2[nH]1)CCCCC4	-3%	6%	18%	0%	11%	2%	17%	16%	-22%
CCC(=O)N(c1nnc(SCC(=O)Nc2ccc(N3CCOCC3)cc2)s1)C1CC1	18%	-2%	15%	7%	47%[activator]	7%	0%	0%	-4%
CCn1c(CCC(=O)O)nc2cc(S(=O)(=O)N(C)C)ccc21	1%	4%	7%	2%	9%	3%	-3%	7%	1%
O=C1CCC(C(=O)N2CCCC(N3CCN(c4cccc(C(F)(F)F)c4)CC3)C2)=NN1 (configuration not stated)	-20%	-5%	16%	-12%	14%	4%	15%	0%	12%
CCc1ccc(-c2cc(C)no2)cc1S(=O)(=O)N1CCN(c2ccccc2)CC1	?	7%	?	?	?	?	-13%	?	-8%
CN(C)c1ccc(CNn2cnnc2SCc2ccccc2F)cc1	7%	-4%	-27%	0%	-18%	9%[9.24 µM]	-21%	0%	-14%
COc1ccccc1OCCCCN1CCC(C)CC1	0%	0%	6%	1%	-4%	16%	1%	11%	6%
O=C(NCc1cccc(F)c1)c1cccc2c1C(=O)c1ccc(N3CCOCC3)cc1S2(=O)=O	16%	-3%	5%	12%	5%	-6%	0%	-8%	21%
CCOC(=O)C1CCCN(C(=O)c2ccc(Cl)c(S(=O)(=O)N3CCCCC3)c2)C1 (configuration not stated)	1%	20%	-13%	13%	?	-11%	-12%	-17%	4%
Cn1c2nc3ccccc3c-2nc2ccccc21	?	-2%	9%	.	56%[activator]	1%	-8%	-2%	20%
Cc1ccc2[nH]c(C)c(CCN(Cc3cccnc3)C(=S)NC(C)(C)C)c2c1	7%	0%	7%	-5%	?	12%	-2%	16%	20%
O=C(Nc1ccccc1)c1sccc1Oc1ccc([N+](=O)[O-])cc1F	-16%	12%	-26%	-18%	?	-15%	-15%	-16%	?
CC(C)Oc1ccc(S(=O)(=O)N2CCOCC2)cc1NC(=O)Cc1cccs1	8%	21%	13%	-74%[inhibitor]	44%[activator]	5%	-10%	-17%	-7%
c1ccc(COc2ncnc3c2ncn3CCCNCC(c2ccccc2)c2ccccc2)cc1	?	-8%	?	.	?	16µM*	11µM*	?	19%
Cc1cccc(NC(=O)CCN2CCN(C/C=C/c3ccccc3)CC2)c1	-14%	6%	-29%	?	?	-8%	-10%	0%	-8%
COc1ccc(S(=O)(=O)N2CCOC2CNC(=O)C(=O)NCCN2CCOCC2)cc1C (configuration not stated)	23%	-4%	13%	4%	-4%	5%	-1%	?	11%
CC(C(=O)NCCCn1ccnc1)(c1ccccc1)c1ccccc1	1%	-12%	-3%	-2%	?	1%	-3%	-5%	6%
COc1ccc(-c2ccoc2)cc1[C@H]1[C@H]2C=CC[C@@H](C)[C@@H]2C(=O)N1Cc1ccccc1	?	-3%	?	7%	?	?	14%	-28%	-11%
Cc1cc(Nc2ccccc2)nn1C(=O)c1ccc(Cl)cc1	-10%	0%	2%	1%	9%	2%	-1%[1.53 µM]	-6%	28%
Cc1sc2nc(CN3CCCCC3)nc(Nc3ccc4c(c3)OCCO4)c2c1C	28%	7%	9%	-6%	13%	11%	0%	1%	-18%
Cc1nc2ccccc2c2oc(C(=O)NCC3CCCO3)cc12 (configuration not stated)	2%	-5%	6%	-3%	6%	-3%	0%	4%	-7%
Cc1ccc2[nH]c(=O)c(CN(Cc3cccnc3)C(=O)c3ccncc3)cc2c1	?	0%	?	?	2%	?	-12%	-1%	20%
CN(C(=O)Cc1c[nH]c2ccccc12)C(C(=O)Nc1ccc2c(c1)OCO2)c1ccccc1 (configuration not stated)	-9%	8%	?	-1%	?	?	-9%	-19%	6%
COC(=O)Nc1nn(-c2ccc(OC)cc2)c(=O)c(C#N)c1C	?	1%	5%	-4%	-5%	-6%	-7%	?	-9%
CCOC(=O)c1c(NC(=O)CN2C(=O)NC(C)(c3ccc(OC(F)F)cc3)C2=O)sc(C)c1C (configuration not stated)	-8%	7%	-29%	-1%	?	?	-8%	-19%	7%
Cc1ncc(CO)c(/C=N/Nc2ccc(C(F)(F)F)cn2)c1O	?	0%	?	?	-25%	-30%	82%[activator]	-13%	-2%
Cc1ccc(-c2cn3cc([N+](=O)[O-])ccc3n2)cc1	-20%	-1%	-10%	3%	4.5µM*	-5%	2%	-19%	10%
CCN(CC(=O)Nc1ccc(NC(C)=O)cc1)C(=O)c1ccc(Sc2nncn2C)c([N+](=O)[O-])c1	3%	-1%	6%	.	5%	1%	-7%	24%	18%
O=c1c2sccc2nc(SCc2cc(=O)n3cc(Cl)ccc3n2)n1-c1ccc(F)cc1	6%	-4%	0%	1%	43%[activator]	5%	14%	?	-13%
C[C@]12CCC(=O)C=C1CC[C@@H]1[C@@H]2[C@@H](O)C[C@]2(C=O)[C@@H](C(=O)CO)CC[C@@H]12	0%	5%	0%	-62%[inhibitor]	-22%	12%	-3%	-7%	0%
Cc1ccc(C(=O)NC2CCS(=O)(=O)C2)cc1S(=O)(=O)N1CCCC1 (configuration not stated)	.	-10%	1%	-1%	19%	0%	-8%	.	6%
O=c1c(Cc2c(F)cccc2Cl)c(O)ccn1C1CCCCCC1	15%	0%	-3%	-32%[inhibitor]	9%	2%	-15%	-11%	11%
Nc1nonc1-n1nnc(C(=O)N/N=C/c2ccc(OCc3ccccc3)cc2)c1COc1ccc(F)cc1	-17%	0%	12%	0%	-11%	12%	-5%	1%	9%
O=S(=O)(c1cccs1)N1CCC(CO)(Cc2cccc(F)c2)CC1	-6%	7%	0%	-4%	?	-15%	15%	?	0%

One compound at a time, from the list above. Order of screens: KB-3-1 cytotox	GLP1R ag	HT1080 IDH1KD tx	SW480 rerep	GLP1R inv ag	HT1080NT lethal	GLP1R cytotox	KB-V1 MDR tox	TDP-43 yeast inh
Results for COC(=O)Nc1nn(-c2ccc(OC)cc2)c(=O)c(C#N)c1C → ?	1%	5%	-4%	-5%	-6%	-7%	?	-9%
Results for O=c1c2sccc2nc(SCc2cc(=O)n3cc(Cl)ccc3n2)n1-c1ccc(F)cc1 → 6%	-4%	0%	1%	43%[activator]	5%	14%	?	-13%
Results for CC(C)Oc1ccc(S(=O)(=O)N2CCOCC2)cc1NC(=O)Cc1cccs1 → 8%	21%	13%	-74%[inhibitor]	44%[activator]	5%	-10%	-17%	-7%
Results for COc1ccc(Cl)cc1NC(=O)c1ccc2c(SCC(=O)O)c3c(nc2c1)CCCC3 → -1%	-5%	15%	-6%	45%[activator]	25%	-23%	27%	-11%

New compounds follow
SMILES	KB-3-1 cytotox	GLP1R ag	HT1080 IDH1KD tx	SW480 rerep	GLP1R inv ag	HT1080NT lethal	GLP1R cytotox	KB-V1 MDR tox	TDP-43 yeast inh
CC(=O)Oc1ccc(C2=Cc3ccc(OC(C)=O)cc3OC2C)cc1 (configuration not stated)	?	23%	16µM*	?	162%[activator]	?	-3%	?	0%
CCN(CC)C(=O)[C@H]1C[C@H](CC(=O)NCc2ccco2)C(=O)N2CCc3c([nH]c4cc(-c5ccco5)ccc34)[C@]12C	-4%	14%	-4%	1%	?	-19%	-1%	12%	28%
CCn1c(N)c(C(=O)N2CCOCC2)sc1=S	9%	11%	-1%	4%	3%	-4%	8%	18%	-14%
Cc1ccc(S(=O)(=O)Nc2ccccc2C(O)c2ccccc2)cc1 (configuration not stated)	-10%	2%	-4%	9%	?	-6%	-8%	4%	22%
CCOC(=O)c1ccc(NC(=O)CCNS(=O)(=O)c2cccs2)cc1	-6%	0%	-15%	-2%	-38%	-15%	?	-29%	1%
CCOC1=C2[C@@H](CN(S(=O)(=O)c3ccc(C)cc3)[C@H]2c2ccccc2Cl)[C@H]2C(=O)N(Cc3ccccc3)C(=O)[C@H]2C1	0%	-4%	3%	.	?	-2%	-7%	0%	8%
Cc1nc(N2CCN(c3ccccn3)CC2)c2c(C)c(C(=O)Nc3ccc(F)cc3Cl)sc2n1	?	-5%	0%	?	?	0%	3%	?	19%
CCOc1ccc2[nH]c(=O)c(CN(Cc3cccs3)C(CC)c3nnnn3C(C)(C)CC)cc2c1 (configuration not stated)	?	15%	?	?	4%	?	-7%	?	12%
CC[C@H]1OC(=O)[C@H](C)[C@@H](O[C@H]2C[C@@](C)(OC)[C@@H](O)[C@H](C)O2)[C@H](C)[C@@H](O[C@@H]2O[C@H](C)C[C@H](N(C)C)[C@H]2O)[C@](C)(O)C[C@@H](C)[C@@H]2N[C@@H](COCCOC)O[C@H]([C@H]2C)[C@]1(C)O	0%	-2%&3%	6%	-2%&7%	8%	15%	0%	0%	9%
CCOC(=O)NC(=S)Nc1ccc(OC)cc1	-7%	6%	1%	-9%	0%	-8%	-9%	?	17%
CCOC(=O)C1CCCN(Cc2cc(=O)oc3cc(C)c(C(C)C)cc23)C1 (configuration not stated)	-6%	16%	-11%	-3%	?	-7%	8%	?	-8%
